# Screens: PubChem, National Center for Advancing Translational Sciences (NCATS)
# ERK EGF block: inhibitors of EGF-stimulated ERK signaling pathway | HEK293-V1b, EGF-stimulated phospho-ERK AlphaScreen | Potency, µM (top dose mostly 11.5 µM), for inactives: top-dose activity change, negative = inhibition, most hits filed as inhibitors | actives 0.41% (n = 130,000); active means well fitted inhibition curve with a large enough effect; inconclusive means small, poorly fitted or top-dose-only effect, or effect the other way;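 further: plate controls were stimulated vehicle wells for no effect and unstimulated vehicle basal for full effect; nearly all actives have a fitted effect of over 55% in size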
#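 Homogeneous cell-based phospho-ERK assay: HEK293/V1b cells in 1% FBS, compound 30 min then EGF 5 min, AlphaScreen luminescence. Activity normalized between DMSO and 25 nM EGF controls; AC50 from Hill modelling.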
# * marks the source's active call; other numbers are inactive results; ? = inconclusive; & = joins results of further samples; [ ] = dose if it differs, or a comment. Potency means the concentration at half of the fitted maximal effect. Some of the compounds tested, so the mix of outcomes need not match the whole.
canonical_smiles | ERK EGF block
C[C@H]1CC[C@H]2C(=O)N[C@H](Cc3ccccc3)C(=O)N2[C@@H]1c1ccccc1 | -4%
C/C(=N\NC(=O)C(C)n1nc(C)c([N+](=O)[O-])c1C)c1ccccc1O (stereo not given) | 16%
CCOC(=O)CC1C(=O)NCCN1Cc1cccs1 (stereo not given) | -5%
COc1cccc(/C=N/Nc2ncccc2[N+](=O)[O-])c1OC | 6%[57.5 µM]
Cc1cc(C)c(C#N)c(SCc2ccccc2C)n1 | -8%
COC(=O)c1[nH]nc(C(=O)OC(C)(C)C)c1-c1ccccc1 | 3%
CC1CN(C(=O)C(Sc2ccccc2)c2ccccc2)CC(C)O1 (stereo not given) | 0%
O=C(COC(=O)c1cc(NS(=O)(=O)c2cccs2)ccc1O)Nc1cc(Cl)ccc1Cl | 15%
CCC(=O)Oc1ccc(C(=O)Nc2c[nH]c(=O)[nH]c2=O)cc1 | 8%
O=C(O)c1cccc(N2C(=O)CCC2=O)c1 | -2%[57.5 µM]
COc1cc(C(=O)Nc2nc(-c3cc(C)ccc3C)c(C)s2)ccc1OCC(=O)Nc1ccc(F)cc1 | 3%
CSc1nsc(SC)c1C(=O)O | 16%
COc1ccccc1NC(=O)CN(Cc1ccco1)C(=O)c1ccc(Cl)nc1 | -3%
C#CCSc1nc2ccccc2n1C(=O)c1ccc(S(=O)(=O)N2CCCCC2)cc1 | -7%
Cc1ccc(O)c(C(CC(=O)NCc2cccnc2)c2ccccc2)c1 (stereo not given) | -8%
COCc1cc(C)nc(OCC(=O)N/N=C/c2ccc(C)cc2)c1C#N | -6%[57.5 µM]
FC(F)(F)c1cc(NC(=S)NC(c2ccccc2)c2ccccc2)cc(C(F)(F)F)c1 | -3%
COC(=O)C(C)(C(=O)OC)c1ccc(C(F)(F)F)cc1[N+](=O)[O-] | 1%
CC(=O)c1c(C)[nH]c(C(=O)OCc2c(F)cccc2Cl)c1C | -2%
COc1ccc(OC)c(-n2c(-c3ccc(O)cc3O)n[nH]c2=S)c1 | 7%[57.5 µM]

# The final 2 entries of the section before lead into the next.
canonical_smiles | ERK EGF block
CC(=O)c1c(C)[nH]c(C(=O)OCc2c(F)cccc2Cl)c1C | -2%
COc1ccc(OC)c(-n2c(-c3ccc(O)cc3O)n[nH]c2=S)c1 | 7%[57.5 µM]
CCN(CC)S(=O)(=O)c1ccc(NC(=O)c2cccs2)cc1 | 2%
C#C[C@]1(O)CC[C@@H]2[C@H]3CCC4=Cc5oncc5C[C@]4(C)[C@@H]3CC[C@@]21C | -4%[25.7 µM]
Cn1ncc2c(NNC(=O)c3ccc(Cl)cc3Cl)ncnc21 | 2%
CN(C)C(=O)C(=O)c1cccn1-c1cccc(Cl)c1C#N | -8%[57.5 µM]
O=C(NCc1ccco1)c1cccc2c1C(=O)N(C1CCCCC1)C2 | 1%
CC(=O)c1ccc(N2CCN(c3ccc(S(=O)(=O)NCCCN(C)C)cc3[N+](=O)[O-])CC2)cc1 | 5%
CC(C)CCNC(=O)C1CCC(CNc2c(N3CCC(C)CC3)c(=O)c2=O)CC1 (stereo not given) | 7%[57.5 µM]
Nc1ccc(/C=C/C(=O)c2cccs2)cc1 | 3%
CCN(Cc1ccccc1)c1ccc(N=Nc2nn(C)c(C)c2[N+](=O)[O-])cc1 | 20µM*
COC(=O)Cc1ccc(NC(=S)N2CCCC(C)C2)cc1 (stereo not given) | 2%
CCN(C(=O)CN1CCCCC1)C1(C)C(=O)c2ccccc2C1=O | 8%
COc1ccc(NS(=O)(=O)c2cc(NC(=O)c3cccnc3Cl)ccc2N2CCCC2)cc1 | 1%[57.5 µM]
COc1ccc(-c2c(C#N)sc(C(N)=O)c2-c2ccc(OC)cc2)cc1 | 12%[57.5 µM]
Cc1ccnc(NC(=O)c2cc3ccccc3oc2=O)c1 | -7%
COC(=O)Cc1c(C(=O)OC)nnn1-c1ccc(OC)cc1 | -7%
COC(CN(C(=O)CCl)C(C(=O)NC1CCCCC1)c1ccc(Cl)cc1)OC (stereo not given) | 0%
CCNc1nc(C23CC4CC(CC(C4)C2)C3)cs1 | -3%
OCC1NCC(O)C(O)C1O (stereo not given) | 7%
CS(=O)(=O)c1cnc(-c2ccccc2)nc1-c1ccccc1Cl | 0%
O=C(c1ccccc1)c1ccc2c(c1)OCCCO2 | 9%[57.5 µM]
COc1cc(C(=O)NC(=S)Nc2csc(-c3ccc(F)cc3)n2)cc(OC)c1OC | -16%[57.5 µM]
COc1ccc(-c2csc(NC(=O)c3ccc(S(=O)(=O)N4CCc5ccccc5C4)cc3)n2)cc1 | -1%
NNC(=O)c1ccc2c(c1)S(=O)(=O)NNC2=O | 2%
COc1ccc2nc3cc(Cl)ccc3c(C#N)c2c1 | -1%[57.5 µM]
OCCC1CN(Cc2ccccn2)CCN1C1CCCC1 (stereo not given) | 0%[57.5 µM]
COC(=O)c1ccc(CN(c2ccccc2Cl)S(C)(=O)=O)cc1 | -3%
O=C(NC(=O)N1CCN(C(c2ccccc2)c2ccccc2)CC1)c1ccccc1 | 0%[57.5 µM]
COc1ccc(CNCC(O)(c2ccccc2)c2ccccc2)cc1OC | -1%
CNC(=S)N1N=C(c2ccccc2)CC1c1ccccc1Cl (stereo not given) | -3%[57.5 µM]
N#CSCC(=O)c1cccc2ccccc12 | -4%
COC(=O)C1=C(C)[C@H](O)[C@@H](C)[C@](C)(c2cc(OC)c(C)c(OC)c2COc2ccccc2)O1 | 0%
Cn1cc(CC(=O)NCCN2CCOCC2)c2ccccc21 | -7%
N/C(=N\OC(=O)c1cccs1)c1ccc(Cl)cc1 | -11%[57.5 µM]
CCCc1cc(=O)[nH]c(SCC(=O)c2cc(C)n(CC(F)(F)F)c2C)n1 | 0%
COc1ccc(OCc2csc(N)n2)cc1 | -5%
S=C(NCCc1ccccc1)N/N=C/c1c(Cl)cccc1Cl | -8%
Cc1c(Cl)cccc1Nc1nc(N)nc(CSC(=S)N2CCOCC2)n1 | 3%
Cn1cnnc1Sc1ccc(CN2CCN(C3CCCC3)C(CCO)C2)o1 (stereo not given) | -30%
O=C(O)COc1ccccc1/C=N/NC(=O)CN1CCN(Cc2ccc(Cl)cc2)CC1 | -13%[57.5 µM]
COc1ccccc1N(CC(O)Cn1c2ccccc2c2ccccc21)S(=O)(=O)c1ccccc1 (stereo not given) | -6%
O=C(O)c1ccccc1NS(=O)(=O)c1ccc2c(c1)OCCO2 | -10%
Cc1ccc2c(Cl)c(C(=O)Nc3ccc4c(c3)OCO4)sc2c1 | 0%
COc1ccc(-c2nc(N)sc2C2(O)C(=O)Nc3c(Br)cc(F)cc32)cc1OC (stereo not given) | -3%
COc1ccc(N2C(=O)CC(Sc3n[nH]c(-c4cccc(C)c4)n3)C2=O)cc1 (stereo not given) | -3%[57.5 µM]
COc1ccc(C(CNc2ccc(S(=O)(=O)N3CCCC3)cc2[N+](=O)[O-])N2CCCC2)cc1 (stereo not given) | ?
CC(=O)Nc1sc(/C(C#N)=C\c2cccc(Cl)c2)nc1-c1ccc(C)cc1 | -3%
CC1(C)Cc2nc(-c3ccccc3)nc(NNC(=O)c3ccco3)c2CO1 | -16%[57.5 µM]
Cc1cc(N/N=C\c2ccccc2)nc(-c2ccccc2O)n1 | 3%
COc1ccc(/C=C/C(=O)O)cc1S(=O)(=O)NC1CCS(=O)(=O)C1 (stereo not given) | -3%
COCC(=O)N1CCC2(CC1)CN(C(=O)Nc1cccc(F)c1)C2 | 2%
COc1cccc(C(=O)NCC(=O)NNc2ncnc(N)c2[N+](=O)[O-])c1 | 2%
COc1ccc(C(=O)OCc2cc3cccc(C)c3[nH]c2=O)cc1 | 22%[57.5 µM]
Cc1cc(SCC(=O)OC/C(O)=C(\C#N)c2nc3ccccc3[nH]2)c(C)cc1Br | -15%
CC(C(=O)Nc1ccccc1-c1ccccc1)N1CCN(C(=O)c2ccccc2)CC1 (stereo not given) | -3%[57.5 µM]
COc1ccccc1-c1ccc(/C=N/O)o1 | -25%[57.5 µM]
Clc1ccc(OCCCn2ccnc2)c(Br)c1 | -6%
CC(=O)N[C@@H](C)C(=O)OC(C)C(=O)Nc1cccc([N+](=O)[O-])c1 (stereo not given in full) | -6%
FC(F)(F)c1ccccc1NC(=S)Nc1cccc(Cl)c1 | -4%
S=C1NCCOCCNC(=S)NCCOCCOCCN1 | -1%
O=[N+]([O-])c1ccc(CNC2CCCc3ccccc32)cc1 (stereo not given) | -14%

# (cont.)
canonical_smiles | ERK EGF block
CCOC(=O)C1CCN(c2c(Nc3cc(C)cc(C)c3)c(=O)c2=O)CC1 | ?
CCN(CC)S(=O)(=O)c1ccc(NC(=O)c2nc3nc(C)cc(C)n3n2)cc1 | 2%[57.5 µM]
CCN(CC)/C(Sc1ccccc1)=C(/C(Cl)=C(Cl)Cl)[N+](=O)[O-] | -2%
Fc1cccc(Cl)c1/C=N/Nc1ccccn1 | 0%
Cc1ccc(C)c(Nc2c(F)c(F)c(F)c(F)c2C(=O)O)c1 | -4%
CCCCC(=O)NC(c1ccco1)c1cc(Cl)c2cccnc2c1O (stereo not given) | -5%
Cc1c(C2Nc3ccccc3C(=O)N2O)cnn1C (stereo not given) | 0%
Nc1ncnc2nc(SCCC(=O)O)[nH]c12 | -1%[57.5 µM]
Cc1ccc2cc(CN(c3ccccc3)S(=O)(=O)c3ccccc3)c(=O)[nH]c2c1 | 0%[57.5 µM]
Cc1nc2sc(C(c3cccs3)N3CCN(Cc4ccccc4)CC3)c(O)n2n1 (stereo not given) | -2%[57.5 µM]
COc1ccc(Cc2n[nH]c(=S)o2)cc1 | -12%
O=c1[nH]c(CSc2nnc(-c3ccccc3)n2-c2ccccc2)nc2ccccc12 | 1%
COCC(=O)N1CCC2(CCN(Cc3cc(C(F)(F)F)cc(C(F)(F)F)c3)CC2)CC1 | 0%
O=C(Nc1ccc(-c2nc3ccccc3o2)cc1)c1cc(-n2cnnc2)ccc1Cl | ?
O=c1cccccc1NN=C1CCCCC1 | -5%[57.5 µM]
O=C(CSc1nnc(NC(=O)Cc2ccccc2)s1)NCC1CCCO1 (stereo not given) | 5%
Cc1cccc(C2N=C(N)Nc3nc4ccccc4n32)c1 (stereo not given) | -8%[57.5 µM]
Cc1ccc(-c2csc(/C(C#N)=C(\O)CCl)n2)cc1 | 1%
CC1(C(=O)NCCN2CCOCC2)C=CC2(CCCCC2)N1C(=O)c1ccccc1 (stereo not given) | -4%&2%
O=[N+]([O-])c1ccc(N2CCOCC2)cc1N1CCCCC1 | 1%

# Grouped by structure: the entries above with a furan ring, fused or not (6)
canonical_smiles | ERK EGF block
COc1ccccc1NC(=O)CN(Cc1ccco1)C(=O)c1ccc(Cl)nc1 | -3%
O=C(NCc1ccco1)c1cccc2c1C(=O)N(C1CCCCC1)C2 | 1%
Cn1cnnc1Sc1ccc(CN2CCN(C3CCCC3)C(CCO)C2)o1 (stereo not given) | -30%
CC1(C)Cc2nc(-c3ccccc3)nc(NNC(=O)c3ccco3)c2CO1 | -16%[57.5 µM]
COc1ccccc1-c1ccc(/C=N/O)o1 | -25%[57.5 µM]
CCCCC(=O)NC(c1ccco1)c1cc(Cl)c2cccnc2c1O (stereo not given) | -5%

# 4 of these compounds in a different format.
Fc1cccc(Cl)c1/C=N/Nc1ccccn1
- ERK EGF block: 0%

COc1ccc(Cc2n[nH]c(=S)o2)cc1
- ERK EGF block: -12%

CCCCC(=O)NC(c1ccco1)c1cc(Cl)c2cccnc2c1O (stereo not given)
- ERK EGF block: -5%

CCN(CC)/C(Sc1ccccc1)=C(/C(Cl)=C(Cl)Cl)[N+](=O)[O-]
- ERK EGF block: -2%

# Quoted at random: two compounds from above, in no set order.
canonical_smiles | ERK EGF block
CCOC(=O)C1CCN(c2c(Nc3cc(C)cc(C)c3)c(=O)c2=O)CC1 | ?
Fc1cccc(Cl)c1/C=N/Nc1ccccn1 | 0%

# The list goes on.
Structure | ERK EGF block
CCOC(=O)C1=NN(c2ccc(OC)cc2)C2C(=O)N(c3ccccc3OC)C(=O)C12 (stereo not given) | 12%[57.5 µM]
C=CCc1ccc(OCCCCNC(C)CC)c(OC)c1 (stereo not given) | -6%
COc1cccc(NC(=O)C(c2ccccc2)N2CCNC(=O)C2)c1 (stereo not given) | -21%
CCOc1ccc(-n2nc(C(=O)N3CCN(CC)CC3)c3ccccc3c2=O)cc1 | 0%
COc1cc2c(cc1O)[C@@H]1Cc3cc(O)c(OC)cc3[C@H](C2)N1C | 5%[57.5 µM]
CCOC(=O)c1c(C)[nH]c(C(=O)COC(=O)CNC(=O)c2ccc(Cl)cc2Cl)c1C | 5%
Clc1ccc(SCc2cc(N3CCOCC3)nc(-c3ccccn3)n2)cc1 | 0%
CC1(C)CC(=O)c2sc(NS(=O)(=O)c3ccccc3)nc2C1 | 0%
CCc1ccccc1NC(=O)/C(C#N)=C/c1ccc(Sc2ccccc2)o1 | 11%
Cc1nc2c(-c3ccccc3)c[nH]n2c(=O)c1Cc1ccccc1 | ?
CCC(=O)N1CCC2(CC1)Oc1ccc(F)cc1C(=O)C21CC(c2cccnc2)=NO1 (stereo not given) | 6%[57.5 µM]
Cc1ccc(C(=O)NCCc2ccc(S(N)(=O)=O)cc2)cc1[N+](=O)[O-] | -14%
CC1CCC2C(=O)N(c3cccc(OS(=O)(=O)c4ccccc4)c3)C(=O)C2C1 (stereo not given) | 7%
Cc1nc2ccccc2n1CC(O)COc1ccccc1Cl (stereo not given) | ?
COc1cccc(/C=C2\N=C(C3CCCCC3)OC2=O)c1OC | -14%
CC1CCN(CCCOc2ccc(Br)cc2Cl)CC1 | 2%
CC(C)CCn1c(N2CCc3ccccc3C2)nc2c1c(=O)[nH]c(=O)n2C | 3%[57.5 µM]
Cc1noc(C)c1C(=O)N1CCC2(CC1)CN(c1ncccn1)C2 | -2%
O=[N+]([O-])c1cccc(CSc2nnc3ccccn23)c1 | 2%
S=c1[nH]nc(Cn2cnc3ccccc32)n1-c1ccccc1Cl | -4%[57.5 µM]
CC(C)C(=O)NC(=S)Nc1sc2c(c1C(N)=O)CCCC2 | 6%
Cc1c(Cl)cccc1NC(=S)NC(=O)CCN1C(=O)c2ccccc2C1=O | 0%
